# uPA surface inh – qHTS for Inhibitors of Cell Surface uPA Generation | Potency, µM (series often up to 38.3 µM), without a hit: at the highest dose activity change, negative = inhibition, most hits filed as inhibitors | AID 540303, 2011 | cell surface uPA generation assay, qHTS | 330,000 tested, 0.31% active; active = well fitted inhibition curve with a large enough effect; inconclusive = small, poorly fitted or top-dose-only effect; inactive = no such curve, though single readings can be large or run the other way; tested in mouse RAW 264.7 cells; note: % is set by controls: 0 for no effect and ±100 for the full control effect; nearly all actives have a fitted effect of over 55% in size
# p53 reactivation – qHTS assay for re-activators of p53 using a Luc reporter; Potency, µM (highest dose often 92.2 µM), for inactives: top-dose activity change, positive = activation, most hits filed as activators; 320,000 tested, 0.063% active; H1299 p53-A138V BP100-luciferase reporter, luminescence, 24 h; AID 504706, 2011; note: % of control where 0% means no effect; nearly all actives have a fitted effect of over 45% in size
#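 p53-null H1299 cells stably carrying temperature-sensitive p53-A138V and a BP100-luciferase reporter were pinned with compounds (4-point, 1:5 series) and held 24 hrs at 37 deg C. Luminescence was read 10 min after detection reagent.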
# Rab9 promoter act – qHTS Assay for Rab9 Promoter Activators | 320,000 tested, 2.8% active | Potency, µM (doses to about 9.22 µM), for inactives: top-dose activation, negative = inhibition, actives largely listed as activators | Huh7 Rab9 promoter-luciferase reporter, luminescence, 24 h; note: % of control where 0% means no effect; nearly all actives have a fitted effect of over 60% in size
#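 Luminescence read-out: Huh7 cells stably expressing Rab9-luciferase, treated 24 h with compound at 37 °C, then lysed with luciferase reagent for 10 min at ambient before reading.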
# NPC1 prom act – qHTS Assay for NPC1 Promoter Activators; Huh7 NPC1 promoter luciferase reporter, 24 h; Potency, µM (series often up to 9.22 µM), for inactives: at the highest dose activation, actives largely listed as activators; 320,000 tested, 2.4% active;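 note: % of control where 0% means no effect; nearly all actives have a fitted effect of over 60% in size; reporter is driven by a mutant NPC1 promoter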
#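 NPC1 promoter–luciferase Huh7 cells; 24 h compound; luminescence.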
# FLuc modulator – qHTS profiling assay for firefly luciferase inhibitor/activator using purifed enzyme and Km concentrations of substrates (counterscreen for miR-21 project). AID 588342, 2011. Luciferin 4-monooxygenase (Photinus pyralis), P08659. purified FLuc, Km substrates, luminescence inhibition. 360,000 tested, 6.9% active. Potency, µM (titrated, usually from 57.5 µM), for the others: top-dose activity change, negative = inhibition, hits mostly inhibitors;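 note: plate controls were vehicle for no effect and reference inhibitor for full effect; nearly all actives have a fitted effect of over 55% in size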
# Target sequence (P08659 whole entry, looked up): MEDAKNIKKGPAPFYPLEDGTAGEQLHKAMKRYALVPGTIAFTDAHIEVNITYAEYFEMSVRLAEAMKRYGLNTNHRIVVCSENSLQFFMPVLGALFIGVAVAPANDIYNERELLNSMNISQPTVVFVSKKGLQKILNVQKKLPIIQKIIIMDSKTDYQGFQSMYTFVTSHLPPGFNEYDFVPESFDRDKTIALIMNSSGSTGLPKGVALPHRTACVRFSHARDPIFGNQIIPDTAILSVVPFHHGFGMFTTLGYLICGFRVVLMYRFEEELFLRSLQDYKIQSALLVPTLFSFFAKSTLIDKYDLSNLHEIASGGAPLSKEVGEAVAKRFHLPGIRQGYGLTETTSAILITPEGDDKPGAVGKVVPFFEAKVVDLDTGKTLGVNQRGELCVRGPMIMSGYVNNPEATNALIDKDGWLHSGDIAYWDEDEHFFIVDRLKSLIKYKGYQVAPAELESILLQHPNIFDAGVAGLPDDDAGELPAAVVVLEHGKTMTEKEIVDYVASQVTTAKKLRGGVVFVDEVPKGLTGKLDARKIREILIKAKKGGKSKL
#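 Biochemical qHTS of compounds, final roughly 60 µM downward over six points, against 10 nM purified firefly luciferase using Km concentrations of substrates (10 uM D-luciferin, 10 uM ATP) in Tris acetate pH 7.5 buffer; luminescence output.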
# RORgamma inh – qHTS for inhibitors of ROR gamma transcriptional activity. Nuclear receptor ROR-gamma (Mus musculus), P51450. Drosophila S2 Gal4-RORgamma UAS-luciferase reporter, 20 h. Potency, µM (series often up to 53.6 µM), without a hit: at the highest dose activity change, negative = inhibition, hits mostly inhibitors. 310,000 tested, 5.4% active. AID 2551, 2010; note: % is set by controls: 0 for no effect and ±100 for the full control effect; nearly all actives have a fitted effect of over 60% in size
# Target sequence (P51450 whole entry, looked up, the tested form may be a part): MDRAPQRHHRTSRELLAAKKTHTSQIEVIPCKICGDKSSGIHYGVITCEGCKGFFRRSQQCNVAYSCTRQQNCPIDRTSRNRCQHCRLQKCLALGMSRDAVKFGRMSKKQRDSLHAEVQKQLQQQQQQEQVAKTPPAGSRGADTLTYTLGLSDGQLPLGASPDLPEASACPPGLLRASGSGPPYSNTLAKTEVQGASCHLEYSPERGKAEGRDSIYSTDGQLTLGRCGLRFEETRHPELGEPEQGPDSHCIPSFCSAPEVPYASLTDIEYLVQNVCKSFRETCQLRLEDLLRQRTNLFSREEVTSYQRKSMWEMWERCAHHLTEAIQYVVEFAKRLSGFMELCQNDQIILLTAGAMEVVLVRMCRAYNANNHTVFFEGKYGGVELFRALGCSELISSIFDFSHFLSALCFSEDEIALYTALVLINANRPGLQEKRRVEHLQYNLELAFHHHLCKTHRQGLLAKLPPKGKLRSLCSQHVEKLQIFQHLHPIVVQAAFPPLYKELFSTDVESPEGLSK
#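 Drosophila S2 cells stably expressing Gal4-DBD/mouse RORγ fusion under metallothionein promoter plus UAS-luciferase; compound 1 h, then 700 uM CuSO4 induction for 20 h at ambient temperature; inhibition read as reduced luminescence.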
# VP16 counter – VP16 counterscreen qHTS for inhibitors of ROR gamma transcriptional activity | Drosophila S2 Gal4-VP16 UAS-luciferase, luminescence, 20 h | Potency, µM (series often up to 53.6 µM), for inactives: at the highest dose activity, negative = inhibition, actives largely listed as inhibitors | 310,000 tested, 3.5% active | AID 2546, 2010;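 note: Gal4-VP16 expression switched on by copper sulfate through the metallothionein promoter; % is set by controls: 0 for no effect and ±100 for the full control effect; nearly all actives have a fitted effect of over 50% in size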
# CXXC DNA block – qHTS Fluorescence Polarization Assay for Inhibitors of MLL CXXC domain - DNA interaction; Histone-lysine N-methyltransferase 2A (Homo sapiens), Q03164; MLL-CXXC / FITC-HOXA9 DNA fluorescence polarization; Potency, µM (titrated, usually from 115 µM), without a hit: at the top dose activity change, negative = inhibition, hits mostly inhibitors; 290,000 tested, 0.037% active; AID 2662, 2010; active = well fitted inhibition curve with a large enough effect in the polarisation, with a control signal flat, not every such curve was filed as active; inconclusive = small, poorly fitted or top-dose-only effect, or effect the other way, or a change in a side signal; inactive = no such curve, though single readings can be large or run the other way; the % refers to the polarisation
#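 Purified MLL-CXXC (added from a 7 uM solution) was preincubated 5 min at ambient with pinned compounds in 50 mM Tris-HCl pH 7.5, 50 mM NaCl, 1 mM DTT, 0.05% BSA. Fluorescein-labeled HOX-A9 DNA (50 nM solution) followed, 30 min, then polarization read.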
# MBNL1-CUG inh – qHTS Assay for Inhibitors of MBNL1-poly(CUG) RNA binding; Muscleblind-like protein 1 (Homo sapiens), Q9NR56; TR-FRET MBNL1-His/biotin-(CUG)12 binding, 665/545 ratio; Potency, µM (titrated, usually from 57.5 µM), for inactives: at the highest dose activity change, negative = inhibition, most hits filed as inhibitors; 280,000 tested, 0.036% active; AID 2675, 2010; active = well fitted inhibition curve with a large enough effect in the signal ratio, with a control signal flat, not every such curve was filed as active; inconclusive = small, poorly fitted or top-dose-only effect, or effect the other way, or a change in a side signal; inactive = no such curve, though single readings can be large or run the other way; the % refers to the signal ratio; note: % is set by controls: 0 for no effect and ±100 for the full control effect
#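 TR-FRET between His-tagged MBNL1 and biotin-(CUG)12 RNA, detected with Tb anti-His antibody (0.055 ng/ul) and streptavidin-XL665 (5 nM), 60 min at room temperature. Compounds titrated 92 nM to 58 uM; 665/545 nm ratio normalized to buffer and complex controls.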
# ELG1 genotoxic – qHTS screen for small molecules that induce genotoxicity in human embryonic kidney (HEK293T) cells expressing luciferase-tagged ELG1; HEK293T ELG1-luciferase reporter, luminescence, 16 h; Potency, µM (top dose mostly 46 µM), for inactives: top-dose activity change, positive = activation, actives largely listed as activators; 330,000 tested, 1.3% active; note: % of control where 0% means no effect; nearly all actives have a fitted effect of over 60% in size
#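 ELG1-luciferase HEK293T cells, 2,000/well; compound pinned in; 16 hr, 37 °C, 5% CO2; ONE-Glo, 30 min RT; luminescence on CCD imager.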
# BRCA1 expr act – qHTS Assay to Identify Small Molecule Activators of BRCA1 Expression; MCF7-BRCA1-FFLuc reporter, luminescence, 48 h; response scale: scaled: vehicle 0%, 10 µM genistein 100%; Potency, µM (titrated, usually from 46.1 µM), inactives show at the top dose activation, most hits filed as activators; 380,000 tested, 1.1% active; note: nearly all actives have a fitted effect of over 80% in size; some results filed as inactive show a strong effect at the top dose
#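 Compounds are tested at multiple concentrations on MCF7 BRCA1-luciferase reporter cells seeded at 2000 per well; after 48 h, a single luminescence end-point is taken and curves fitted to the normalized data.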
# Numbers without * were called inactive; ? = inconclusive; · = no result given; [ ] = another dose, or the depositor's remark. Unless noted, calls come from the whole dose curve; as a rule, active = well fitted curve in the direction sought with a large enough effect; inconclusive = small, poorly fitted or top-dose-only effect, or another doubt; inactive = no such curve, though single readings can be large; an effect the other way counts as inactive or inconclusive. Potency is the fitted concentration of half-maximal effect. A portion of the library, so the mix of outcomes need not match the whole.
# Order of results: uPA surface inh | p53 reactivation | Rab9 promoter act | NPC1 prom act | FLuc modulator | RORgamma inh | VP16 counter | CXXC DNA block | MBNL1-CUG inh | ELG1 genotoxic | BRCA1 expr act
- COc1ccc(Nc2nnc(SCC(=O)/C=C3/N(C)c4ccccc4C3(C)C)s2)cc1
    -6% | -2% | -22% | -13% | ? | -2% | ? | 1% | · | -16% | -79%
- O=C(NCCc1ccc(F)cc1)N1CCOCC1
    4% | 26% | 18% | 15% | -12% | ? | 20% | -1% | -3% | 29% | 28%
- Cn1c(CNC(=O)c2ccccc2F)nnc1SCc1nc2ccccc2c(=O)[nH]1
    · | 5% | -8% | -1% | -1% | 16% | -1% | 18% | -2% | -4% | ·
- COc1ccc(CCN(C)C(=S)Nc2ccc(SC(F)F)cc2)cc1OC
    -1% | -4% | -2% | 1% | -3% | 20µM* | ? | -7% | -4% | -9% | -41%
- COc1ccc(-n2c(C)nc(=O)c(-c3ccccc3)c2C)cc1
    -2% | -7% | -2% | 0% | -2% | -20% | -5% | -9% | 5% | 0% | 6%
- COCCN(CC(=O)NCC1CCCO1)C(=O)CCC(=O)Nc1cc(C)ccn1 (stereo not drawn)
    -7% | 1% | 10% | 0% | 0% | -44% | -6% | -5% | ? | 0% | 2%
- Cc1cccc(NC(=S)N/N=C(\c2ccccc2)C(C)C)c1
    -1% | 28% | 17% | 9% | ? | 4.5µM* | ? | -3% | 4% | 15% | 12%
- COc1cc(OC)cc(C(=O)N2CCN(C(=O)Cc3ccccc3)CC2)c1
    -6% | -2% | -11% | 0% | -2% | -1% | 4% | -2% | -8% | 2% | 26%
- N#CC1=C(N)S[C@H](C(=O)C23CC4CC(CC(C4)C2)C3)[C@H]1c1ccncc1
    1% | -14% | -8% | -1% | 5% | ? | ? | 2% | -1% | 2% | -17%
- CC(=O)N1CCN(c2ccccc2NC(=O)Cc2ccc(Cl)cc2)CC1
    -15% | -4% | -9% | -1% | 2% | 7% | -20%[10 µM] | 1% | 4% | -8% | -39%
- COC(=O)CSCc1nc2ccccc2[nH]c1=O
    -4% | 10% | -4% | -7% | -8% | -24% | -1% | 25% | 43% | 2% | -30%
- c1ccc(-c2n[nH]c(-c3ccccn3)n2)cc1
    -5% | ? | 3.5µM* | 2µM* | 12µM* | 1.1µM* | 1.1µM* | 3% | 0% | ? | ?
- COCCNC(=O)c1sc2nc(-c3ccccc3)cn2c1C
    -1% | -3% | ? | 29% | ? | 17% | -2% | -3% | 1% | ? | 93%
- COc1ccc2c(c1)c(C(=O)O)c(C)n2-c1ccc(Cl)cc1
    -21% | 4% | -2% | -3% | 0% | -2% | -3% | 6% | -11% | -5% | 27%
- CCOC(=O)C1=C(C)N(c2ccc(C)c(C)c2)C(=O)/C1=C\c1ccco1
    · | 2% | -3% | -3% | 0% | 40% | 2% | -5% | -6% | -2% | 2%
- Cn1ncnc1SCc1cn2cccnc2n1
    1% | 2% | -1% | -11% | 1% | 12% | -13% | 3% | 2% | 3% | 19%
- CS(=O)(=O)NCc1ccccc1Br
    · | 2% | -4% | -2% | 3% | · | · | · | · | 5% | ·
- Cc1nn(-c2ccccc2)c(C)c1NC(=O)COC(=O)c1cc(Cl)ccc1O
    -13% | 2% | 1% | -3% | -2% | · | · | · | · | 0% | -17%
- CCOC(=O)C1CCCN(C(=O)c2ccccc2SCCOC)C1 (stereo not drawn)
    -4% | 1% | 1% | -3% | -2% | -1% | -19% | -2% | 11% | 3% | -1%
- COc1ccc(CC(=O)NCC2CCCN(Cc3cc(OC)cc(OC)c3)C2)cc1 (stereo not drawn)
    -5% | 0% | 3% | 6% | -2% | -10% | -5% | -1% | -6% | 0% | -18%
- Cc1ccnc(NC(=O)CSc2cc(=O)n(C)c3ccccc23)c1
    -2% | ? | 1% | -5% | -11% | ? | -2% | -7% | -4% | -6% | -16%
- CC1(c2cccc(Br)c2)NC(=O)N(CC(=O)Nc2ccc3c(c2)OCO3)C1=O (stereo not drawn)
    -2% | -8% | -3% | -1% | 2% | · | · | · | · | 1% | 3%
- CCCCNc1nc2ccccc2n1CC(=O)Nc1ccc2c(c1)OCCO2
    3% | -4% | 1% | -3% | -13% | -5% | -1% | -1% | 8% | 2% | -16%
- Cc1cc(C)nc(N2CCC(C(=O)Nc3nnc(C)s3)CC2)n1
    4% | -6% | 12% | -1% | 5% | 4% | -4% | 13% | -13% | -1% | 9%
- COc1ccc(C)cc1NC(=O)CCNC(=O)Cn1cnc2ccccc2c1=O
    8% | -3% | 0% | -7% | -1% | 0% | -1% | 13% | -3% | -6% | 1%
- Cn1ccnc1Sc1nc2ccccc2nc1NS(=O)(=O)c1ccccc1
    10% | ? | 3% | 4% | -10% | 29% | -4% | -4% | 135%[activator] | -5% | -42%
- CCC(O)C1CCN(C(=O)c2cc(COc3ccc(F)cc3F)on2)CC1 (stereo not drawn)
    14% | 0% | 0% | -4% | 3% | 5% | -11% | 33%[activator] | -4% | 2% | 26%
- CCCCc1ccc(NC(=S)N2CCN(C)CC2)cc1
    -25% | ? | -2% | 8% | 15µM* | 11µM* | ? | 16% | -4% | 0% | -2%
- Cn1c(=NC(=O)C2CC2)sc2cc(F)cc(F)c21
    -22% | 14% | 23% | 11% | ? | 7% | 0% | 8% | -2% | ? | -26%
- CCN(CC)S(=O)(=O)c1ccc(C(=O)C(C#N)c2ccccn2)cc1 (stereo not drawn)
    -3% | 5% | -8% | 1% | -5% | 14%[10 µM] | -11% | 2% | -5% | -1% | 4%
- COc1ccc([N+](=O)[O-])cc1NC(=O)C(C)c1ccccc1 (stereo not drawn)
    1% | -5% | 1% | -6% | -2% | 6% | -19% | -1% | ? | 1% | -19%
- Cc1cc(C)c(-n2c(SCc3nc4ccccc4s3)n[nH]c2=O)c(C)c1
    1% | -3% | -1% | -8% | 3% | ? | 3.2µM* | -4% | -2% | -4% | -52%
- COc1cc2c(=O)nc3n(c2cc1OC)C(c1ccccc1)N=C(N)N3 (stereo not drawn)
    · | 5% | -12% | -4% | -5% | -2% | 0% | 5% | -6% | 1% | ·
- O=S(=O)(Nc1ccc(S(=O)(=O)N2CCCCC2)cc1)c1cccs1
    3% | 2% | 1% | -2% | 10% | 15% | 3% | · | -6% | -3% | -48%
- COc1cccc(-n2ccnc2SCC(=O)N2CCCc3ccccc32)c1
    -5% | -3% | -5% | -1% | 1% | -13% | 2% | 5% | 14% | -4% | -9%
- Cc1occc1C(=O)N(C)CC1CCCN(CCc2ccccc2F)C1 (stereo not drawn)
    -2% | 16% | -8% | -5% | 1% | 0% | -5% | ? | -15% | -4% | 6%
- CCN1C(=O)S/C(=C/c2cn(C)c3ccccc23)C1=O
    8% | 15% | -2% | -2% | 12µM* | 1% | -10% | 16% | · | 5% | 2%
- Cc1ccc(C(=O)NN2C(=O)C3C4c5ccccc5C(c5ccccc54)[C@@H]3C2=O)cc1 (stereo partly drawn)
    0% | 2% | 0% | -2% | -1% | -8% | 6% | 5% | -18% | -3% | -28%
- CC1CC(C)CN(C(=O)CSc2nc(N)cc(=O)[nH]2)C1 (stereo not drawn)
    6% | 1% | 0% | -8% | -3% | 8% | 4% | 1% | -1% | -1% | 39%
- CCOC(=O)c1cc(CC)sc1NC(=O)CSc1nc2ccccc2c(=O)n1Cc1ccco1
    16% | 16% | -1% | 2% | 0% | -38% | 4% | 5% | -11% | 5% | -18%
- Cn1c(CCN2CCCCC2)nc2cc(NC(=O)Nc3ccccc3)ccc21
    3% | ? | -1% | -2% | -3% | ? | 1% | 0% | 4% | 13% | 49%
- COc1cc(/C=C2/NC(=O)N(c3cccc(Cl)c3)C2=O)ccc1O
    -9% | 1% | -4% | -13% | 7% | 4% | 0% | 15% | 4% | 8% | 2%
- CCOC(=O)CSC1=C(C#N)C(c2ccc(C)cc2)C(C(=O)OC)C(=O)N1 (stereo not drawn)
    0% | -1% | 0% | 11% | 1% | 28% | 6% | 3% | -2% | 5% | -7%
- COc1ccc(N2CCN(C(=O)Cc3ccc(Br)cc3)CC2)cc1
    4% | -6% | -10% | -1% | -2% | 13% | 5% | 15% | -1% | -7% | 1%
